# Screening results deposited in PubChem BioAssay by several laboratories.
# TRPN1 ag – agonists of zebrafish TRPN1 channel. 220,000 tested, 0.18% active. HEK293 zebrafish TRPN1-YFP, Fluo-8 calcium fluorescence; 100% = response to 87 µM carbachol. activation, % at 3 µM. AID 1424;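 active means activation above its plate's cutoff, the mean activation of test wells on that plate plus 3 SD, cut at about 19% in these data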;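 further: 0% = DMSO alone and 100% = 87 µM carbachol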
#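 Material: zebrafish TRPN1-YFP in HEK293 cells; Doses: single test compound dose, 3 µM nominal, 0.3% DMSO; Timing: dye loading 1 h at 37 °C, then 30 min room temperature; Technique: intracellular calcium fluorescence with Fluo-8; Benchmarks: high carbachol 87 µM, low DMSO alone.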
# TNF death inh – blocks TNF-alpha induced death of Jurkat FADD-/- cells; Jurkat FADD-/- TNF necroptosis rescue, ATP luminescence, 24 h; 0 = TNF only, 100 = no-TNF cells; activation (protection from cell death), % at 10 µM; 220,000 tested, 0.068% active;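 active means activation, meaning protection from cell death, of at least 50% relative to plate controls; inactive means activation below 50%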;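 further: necroptosis triggered by 40 ng/mL TNF-alpha added together with compound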
# Ba/F3 V617F tox – loss of viability in JAK2V617F-driven Ba/F3 cells; 220,000 tested, 1.1% active; inhibition, % at 5.6 µM; Ba/F3 EpoR-JAK2V617F viability, ATP luminescence; AID 1446;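 active means inhibition above the campaign mean plus 3 SD over all tested compounds, cut at about 24% in these data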;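 further: cytokine-independent growth of Ba/F3 cells driven by EpoR plus mutant JAK2; 0% = DMSO-treated cells and 100% = JAK inhibitor I control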
# BaF3 tox – counter-screen for JAK2V617F inhibitors: parental Ba/F3 viability inhibitors; CellTiter-Glo ATP luminescence; inhibition, % at 5.6 µM; 220,000 tested, 1.1% active; AID 1486;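 active means inhibition above a per-campaign cutoff, the mean inhibition of all tested compounds plus 3 SD, cut at about 27% in these data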;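 further: 0% = DMSO wells and 100% = JAK Inhibitor I control wells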
# Wee1 degr inh – blocks degradation of human Wee1 kinase | P30291 | reporter increase, % at 5 µM | AID 1321 | HeLa Luc-Wee1K328M stability, luciferase luminescence; 100% = proteasome inhibitor MG132 effect | 220,000 tested, 1.2% active;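 active means activation above the mean of all tested compounds plus 3 SD, set per screening run, cut at about 8.8% in these data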;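 further: cells exposed to compound for 20 h before luminescence read; 0% = DMSO alone and 100% = MG132 at 30 µM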
# PPC-1+TRAIL kill – kills PPC-1 cancer cells in the presence of TRAIL; 220,000 tested, 0.41% active; AID 1443; PPC-1 cells + TRAIL, ATPLite viability luminescence; cell killing (% activity), % at 4 µM;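 active means cell killing above 50% in the first pass at 4 µM, then a duplicate retest at 5 µM averaging 50% or more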;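 further: plate controls were cells with TRAIL plus DMSO for no effect and medium-only wells lacking cells for full effect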
# TRPML3 ag – agonists of human TRPML3 channel; AID 1448; Q8TDD5; HEK293 TRPML3-YFP, Fluo-8 calcium fluorescence; 100% = the carbachol control signal; activation, % at 3 µM; 220,000 tested, 0.29% active;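 active means activation above its plate's cutoff, the mean activation of the plate's test wells plus 3 SD, cut at about 12% in these data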;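 further: 0% = DMSO only wells and 100% = carbachol wells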
# Target sequence (Q8TDD5 whole entry, looked up): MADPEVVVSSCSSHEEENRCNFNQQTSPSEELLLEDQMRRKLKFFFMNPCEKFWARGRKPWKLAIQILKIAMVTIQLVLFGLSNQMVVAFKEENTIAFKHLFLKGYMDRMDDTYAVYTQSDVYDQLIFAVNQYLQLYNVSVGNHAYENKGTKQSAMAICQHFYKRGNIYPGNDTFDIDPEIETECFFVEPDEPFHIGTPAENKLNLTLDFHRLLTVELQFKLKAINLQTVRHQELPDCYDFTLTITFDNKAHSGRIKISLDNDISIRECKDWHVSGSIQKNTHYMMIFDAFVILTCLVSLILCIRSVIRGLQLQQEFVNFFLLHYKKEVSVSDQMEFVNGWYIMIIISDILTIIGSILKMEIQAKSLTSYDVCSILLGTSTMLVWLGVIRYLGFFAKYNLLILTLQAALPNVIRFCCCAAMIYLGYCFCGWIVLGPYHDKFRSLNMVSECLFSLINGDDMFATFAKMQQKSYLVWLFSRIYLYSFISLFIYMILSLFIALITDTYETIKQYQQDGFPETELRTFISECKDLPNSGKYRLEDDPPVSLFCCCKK
#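 Test system: TRPML3-YFP stable HEK293 cells. Doses: single point at 3 µM. Incubation: dye loading 1 h 37 °C then 30 min ambient, 125 s read. Signal: Fluo-8 calcium dye fluorescence, ex 470-495, em 515-575 nm. Measure: percent activation from peak-to-basal fluorescence ratio, scaled between DMSO and carbachol.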
# RBBP9 inhibitor – human RBBP9 hydrolase inhibition; O75884; recombinant RBBP9, FP-Rh probe fluorescence polarization; inhibition, % at 7.94 µM; 220,000 tested, 0.2% active; AID 1515;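 active means inhibition above the campaign mean of all tested compounds plus 3 SD, cut at about 14% in these data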;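 further: plate controls were DMSO wells with RBBP9 for no effect and wells lacking RBBP9 protein for full effect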
# Target sequence (O75884 whole entry, looked up): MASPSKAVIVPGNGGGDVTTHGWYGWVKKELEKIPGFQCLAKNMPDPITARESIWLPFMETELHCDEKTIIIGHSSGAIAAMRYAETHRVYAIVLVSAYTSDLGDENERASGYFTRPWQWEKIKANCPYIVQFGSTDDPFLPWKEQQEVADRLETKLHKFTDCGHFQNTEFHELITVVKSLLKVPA
#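 Measured by – fluorescence polarization · Test system – RBBP9 protein · Input – 2.5 µM RBBP9 dispensing solution, before mixing · Measure – percent inhibition from mP, scaled between DMSO and no-protein wells · Benchmarks – DMSO-treated enzyme wells and wells lacking RBBP9 · Times – preincubation 30 min plus labeling 45 min at 25 °C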
# CHOP inhibitor – CHOP inhibition in unfolded protein response; CHO-K1 CHOP-promoter luciferase, tunicamycin-induced, 15-18 h; 220,000 tested, 3.8% active; inhibition, % at 10 µM;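 active means compounds that reduced the stress-induced luciferase reporter signal by more than about 70% of percent inhibition, limit read from the data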;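 further: 0% = tunicamycin plus vehicle and 100% = wells without tunicamycin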
# Active calls of the source: *; . = no result given.
1	Cn1c(=O)n(CC(=O)Nc2ccccc2)c2ccccc21
2	CCOC(=O)C1=C(C)NC2=C(C(=O)CC(c3ccc(OC)c(OC)c3)C2)C1c1ccc(C)o1 (centres undefined)
3	COC(=O)c1ccc(OCC(=O)c2ccccc2OC)cc1
4	O=S(=O)([N-]c1nc2ccccc2nc1-n1cc[n+](Cc2ccccc2)c1)c1ccc(Br)cc1
5	COc1cc(OC)c(OC)cc1/C=N/Nc1nc2ccccc2[nH]1
6	COc1cc(/C=C(\C#N)c2ccccn2)ccc1OCc1ccccc1Cl
7	O=C(N/N=C/c1ccco1)c1cc(-c2cccs2)[nH]n1
8	CCOC(=O)c1nccnc1C(=O)Nc1cccc(C(F)(F)F)c1
9	COc1ccc(NC(=O)c2c(SC)nsc2SC)cc1
10	O=C(NCCc1ccccc1)c1ccc(=O)oc1

assay / entry	1	2	3	4	5	6	7	8	9	10
TRPN1 ag	1.1	1.8	-1.6	2.6	1.8	-0.7	1.2	-1.7	0.3	0.3
TNF death inh	-0.4	-4.6	1.3	5.1	0.8	3.5	-2.2	2.3	-1.3	0.4
Ba/F3 V617F tox	-3	2	-2	0	3	0	4	-2	-5	3
BaF3 tox	9	8	1	0	5	4	8	4	0	3
Wee1 degr inh	3	4	0	-1	-2	5	-3	-1	1	-3
PPC-1+TRAIL kill	-22	1	30	13	-7	14	12	-10	31	0
TRPML3 ag	0.1	1.3	0.0	0.8	-0.5	0.2	-0.1	0.1	0.6	0.6
RBBP9 inhibitor	-3	-11	-2	6	-2	-8	-3	3	-6	-3
CHOP inhibitor	2	11	35	15	-9	-8	-18	9	35	-4

11	CC(C)CCNC(=O)C(c1ccc(O)cc1)N(C(=O)C1COc2ccccc2O1)c1cccc(O)c1 (centres undefined)
12	Cc1cc(C)c(OCCCCn2cnc3ccccc3c2=O)c(C)c1
13	CC1CC(C)CN(CC(=O)Nc2ccc(S(N)(=O)=O)cc2)C1 (centres undefined)
14	COc1ccc(CNC(=O)c2ccccc2NS(C)(=O)=O)cc1
15	Nc1nc(N2CCCCC2)c(C=O)c(N2CCCCC2)n1
16	Cc1ccccc1OCCn1cc(C(=S)N2CCCC2)c2ccccc21
17	c1ccc(-c2noc(C3CCCCC3)n2)nc1
18	C/C(=N\NC(=O)C(N)=O)c1cccc([N+](=O)[O-])c1
19	O=C(O)Cc1ccc(C(=O)CSc2ccccc2)s1
20	CN(C)c1cccc2c(S(=O)(=O)N3CCOCC3)cccc12

assay / entry	11	12	13	14	15	16	17	18	19	20
TRPN1 ag	0.0	0.4	1.5	0.0	1.1	-0.4	-0.9	1.7	-2.0	0.2
TNF death inh	0.5	-1.8	-0.5	0.0	2.2	-6.9	-1.5	0.2	-8.6	-1.7
Ba/F3 V617F tox	2	2	0	3	0	3	-3	1	2	2
BaF3 tox	11	10	5	6	3	4	1	3	-3	1
Wee1 degr inh	3	-1	1	-1	3	3	6	-1	1	-1
PPC-1+TRAIL kill	16	25	-3	-2	1	.	11	-16	15	3
TRPML3 ag	0.7	0.3	0.1	0.5	1.0	-0.1	0.8	0.1	0.3	1.2
RBBP9 inhibitor	-2	-4	-5	-3	4	-10	-10	0	-5	-4
CHOP inhibitor	10	48	1	7	13	.	21	6	-15	25

21	CC(C(=O)NC1=NCCS1)(C(F)(F)F)C(F)(F)F
22	Cc1cc(C)n(-c2cccc(C(=O)O)c2)n1
23	COc1ccc(C(=O)N/C(=C\c2ccco2)C(=O)OCc2ccco2)cc1
24	CC(C)CC1NC(=O)N(CC(=O)c2ccc3c(c2)OCCO3)C1=O (centres undefined)
25	CCCN1CCC(NC(=S)Nc2ccc(OC)c(OC)c2)CC1
26	COc1ccc(C(=O)NCc2cn3ccccc3n2)cc1
27	CC1(C)CC(=O)C(C=NCCN2CCN(C(=S)Nc3ccccc3)CC2)=C(O)C1
28	CO/C([O-])=N/c1c[n+](-c2ccc(Cl)cc2)no1
29	CCOC(=O)C(Oc1ccc(=O)[nH]n1)C(C)=O (centres undefined)
30	CC(=O)c1ccc(N2CCN(CC(=O)Nc3cc(C)on3)CC2)cc1

assay / entry	21	22	23	24	25	26	27	28	29	30
TRPN1 ag	1.9	0.9	0.4	2.8	0.8	-1.4	0.3	1.8	0.9	0.2
TNF death inh	-1.0	1.0	8.2	0.2	0.4	0.8	-3.2	-1.1	0.2	2.8
Ba/F3 V617F tox	-7	-2	-4	2	-3	1	-3	-1	-3	-1
BaF3 tox	-2	1	-3	3	2	2	0	8	2	-2
Wee1 degr inh	8	2	1	2	-1	-2	-2	-2	0	2
PPC-1+TRAIL kill	0	0	7	10	6	11	18	-15	22	3
TRPML3 ag	0.7	0.0	0.3	1.2	0.9	0.1	0.3	0.8	0.0	0.7
RBBP9 inhibitor	-5	2	-9	-6	0	5	-2	-1	0	-7
CHOP inhibitor	5	0	-17	-3	-1	9	-14	11	-12	9

# Down the list, quoted from above:
# Compounds 21–30 in TRPML3 ag: 0.7, 0.0, 0.3, 1.2, 0.9, 0.1, 0.3, 0.8, 0.0, 0.7
# Compounds 21–30 in RBBP9 inhibitor: -5, 2, -9, -6, 0, 5, -2, -1, 0, -7
# Compounds 21–30 in Ba/F3 V617F tox: -7, -2, -4, 2, -3, 1, -3, -1, -3, -1

# (cont.)
31	Cn1ccnc1Sc1nc2c(c(=O)n(C)c(=O)n2C)n1C
32	O=C(O)/C=C/C(=O)N(Cc1ccccc1)Cc1ccco1
33	Cc1ccc(/C=N/N2CCN(C3c4ccccc4-c4ccccc43)CC2)o1
34	CC(=O)c1ccc(-c2ccc(C(=O)NC3CCCCCC3)o2)cc1
35	Cc1oncc1C(=O)NC1CCCCC1
36	CC(C)OC(=O)Cn1nnc(-c2ccccc2)n1
37	Cc1cccc2cc(CN(CC3CCCO3)C(=O)NC3CCCCC3)c(=O)[nH]c12 (centres undefined)
38	CCCSc1nnc2n(C)c(=O)c3c4c(sc3n12)CCC4
39	COc1cccc(-c2cc(C(=O)Nc3cccnc3)no2)c1
40	CCOC(=O)c1c(C)n(-c2ccc(OC)cc2)c2c(C/C(C)=N/O)c(Br)c(OC)c(O)c12

assay / entry	31	32	33	34	35	36	37	38	39	40
TRPN1 ag	0.0	0.9	0.7	1.5	2.3	0.2	0.7	-0.4	0.2	-0.4
TNF death inh	0.5	0.2	4.5	-1.4	6.2	0.5	-1.1	0.7	-8.4	-1.8
Ba/F3 V617F tox	0	-4	-3	-1	1	3	0	1	-4	2
BaF3 tox	3	-1	2	-1	7	8	1	5	6	3
Wee1 degr inh	3	4	-3	-3	4	-2	-1	-1	1	1
PPC-1+TRAIL kill	-10	12	10	22	-4	4	-8	8	28	-1
TRPML3 ag	0.0	2.2	0.0	0.4	1.0	0.1	0.0	0.0	1.1	0.1
RBBP9 inhibitor	-6	1	2	-6	-8	-10	-7	-10	3	6
CHOP inhibitor	13	-4	13	20	2	-16	34	-10	-61	3

# 4 of the entries above in order of the TRPML3 ag value, lowest first:
no.	Compound	TRPML3 ag
31	Cn1ccnc1Sc1nc2c(c(=O)n(C)c(=O)n2C)n1C	0.0
23	COc1ccc(C(=O)N/C(=C\c2ccco2)C(=O)OCc2ccco2)cc1	0.3
4	O=S(=O)([N-]c1nc2ccccc2nc1-n1cc[n+](Cc2ccccc2)c1)c1ccc(Br)cc1	0.8
39	COc1cccc(-c2cc(C(=O)Nc3cccnc3)no2)c1	1.1

# (continued)
41	COc1cc(/C=C/C(=O)O)cc(S(=O)(=O)NCc2ccco2)c1OC
42	CCN(CC)S(=O)(=O)c1ccc(-c2nnc(SCC(=O)N3c4ccccc4CC3C)o2)cc1 (centres undefined)
43	CC1=NN(C(=O)c2c(Br)cnn2C)C(O)(C(F)(F)F)C1 (centres undefined)
44	CCS(=O)(=O)N1CCN(Cc2c[nH]c3ccccc23)CC1
45	O=C(COc1ccc(-c2nnco2)cc1)NC1CCCc2ccccc21 (centres undefined)
46	Cc1noc(C(=O)Nc2ccc3c(c2)OCO3)c1Cl
47	Cc1cc(C)c(C(=O)Nc2ccccc2)c(CC(C)(C)C(=O)O)c1
48	CC(C)Sc1nc2c(c(=O)[nH]1)C(c1cccs1)C1=C(CC(C)(C)CC1=O)N2 (centres undefined)
49	Cc1cc(=O)oc2cc(OCC(=O)OCc3nnc(-c4ccccc4)o3)ccc12
50	COc1cc2c(cc1OC)C1(CCCC1)C(N)=C2C#N

assay / entry	41	42	43	44	45	46	47	48	49	50
TRPN1 ag	0.1	-0.9	-1.1	0.3	-0.1	0.5	1.6	-2.3	0.6	-0.8
TNF death inh	0.4	-7.2	-0.8	0.1	1.4	1.8	4.2	0.2	1.0	-4.4
Ba/F3 V617F tox	1	-2	-2	-3	1	-3	-4	-3	-4	2
BaF3 tox	90*	2	1	2	8	-1	-2	2	2	4
Wee1 degr inh	-3	-2	-1	-1	0	1	0	-3	1	-1
PPC-1+TRAIL kill	8	6	36	15	-4	.	13	8	18	10
TRPML3 ag	1.2	0.8	0.8	1.2	0.5	0.1	1.2	-1.1	0.5	0.3
RBBP9 inhibitor	7	-4	0	-4	-3	-4	-4	-8	4	-3
CHOP inhibitor	19	21	-17	9	15	25	13	-9	-4	70*

51	CCn1nc(C)c(Br)c1-c1nc(-c2ccc(C)cc2)no1
52	O=C(CCCn1nnc2ccccc2c1=O)N[C@@H](Cc1ccccc1)C(=O)O
53	CCC(=O)c1ccc(N2CCN(C(=O)COc3ccc(F)cc3)CC2)c(F)c1
54	Cn1c(CN2CCCC2)nc2cc(NS(=O)(=O)c3ccccc3)ccc21
55	CC1CCc2cc(F)ccc2N1C(=O)C12CCC(C)(C(=O)O1)C2(C)C (centres undefined)
56	CCC(=O)Oc1ccc2c(C)c(Cl)c(=O)oc2c1

assay / entry	51	52	53	54	55	56
TRPN1 ag	1.5	0.5	4.8	-0.6	-1.5	-0.3
TNF death inh	0.5	2.1	-3.0	-0.7	0.0	-1.7
Ba/F3 V617F tox	1	-3	1	-1	4	-5
BaF3 tox	0	1	8	6	4	1
Wee1 degr inh	-2	5	-2	-2	3	-2
PPC-1+TRAIL kill	2	0	5	-36	15	2
TRPML3 ag	0.3	0.1	2.6	0.1	-0.8	0.3
RBBP9 inhibitor	-1	2	2	-5	1	-3
CHOP inhibitor	-20	14	37	16	-16	8
